Source: PubChem
Mot1-301 SUMO = inhibitors of SUMOylation pathway: yeast Mot1-301 growth rescue | S. cerevisiae Mot1-301 growth rescue, ATP luminescence, 38.5C; percent above DMSO median, 100 means doubled | growth rescue, % at 18.8 µM | AID 2716 | 1% of 320,000 active;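 active = every valid replicate shows activation above 250% relative to neutral control wells; inactive = the rest, any valid replicate at or below 250%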;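 also: OY570 slx delta 5 strain wells were the positive control but not used for scaling; some compounds called inactive have numbers as strong as hits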
Ecoli viability = reduces bacterial viability in AddAB counter-screen; E. coli V3065 growth, OD600 absorbance, 18 h; inhibition, % at 11.9 µM; 0.27% of 330,000 active; AID 449728;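 active = inhibition above the campaign's mean inhibition across all tested compounds plus 3 SD, cut at about 9.9% in these data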;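 also: uninfected addAB+ strain grown without phage in ampicillin broth; 0% = DMSO wells and 100% = ciprofloxacin 0.95 µg/ml wells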
Tat transport = inhibitors of E. coli Tat protein transport. E. coli MC4100 TorA-mCherry Tat export, fluorescence. inhibition, % at 10 µM. 0.036% of 340,000 active. AID 488895;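 active = mean replicate inhibition at least 50% and at least half of replicates individually reaching 50%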;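 also: exported cargo escapes ClpAP degradation while cytoplasmic cargo is degraded and loses fluorescence; 0% = median of neutral control wells and 100% = median of NaSCN control wells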
PKA-R2B act = activators of human PKA-R2B complex; 0.079% of 340,000 active; activation, % at 11.4 µM; PKA-R2B holoenzyme dissociation, Cy5-IP20 fluorescence polarization; R2B truncated from residue 108, S112A mutant; 0% DMSO only, 100% 113 µM cGMP; AID 504700;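 active = activation above a cutoff set at the mean over all compounds plus 3 SD, cut at about 18% in these data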;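 also: higher means more holoenzyme dissociation and a rise in polarization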
Target sequence (P31323 whole entry, looked up, other chains not shown, the tested form may be a part): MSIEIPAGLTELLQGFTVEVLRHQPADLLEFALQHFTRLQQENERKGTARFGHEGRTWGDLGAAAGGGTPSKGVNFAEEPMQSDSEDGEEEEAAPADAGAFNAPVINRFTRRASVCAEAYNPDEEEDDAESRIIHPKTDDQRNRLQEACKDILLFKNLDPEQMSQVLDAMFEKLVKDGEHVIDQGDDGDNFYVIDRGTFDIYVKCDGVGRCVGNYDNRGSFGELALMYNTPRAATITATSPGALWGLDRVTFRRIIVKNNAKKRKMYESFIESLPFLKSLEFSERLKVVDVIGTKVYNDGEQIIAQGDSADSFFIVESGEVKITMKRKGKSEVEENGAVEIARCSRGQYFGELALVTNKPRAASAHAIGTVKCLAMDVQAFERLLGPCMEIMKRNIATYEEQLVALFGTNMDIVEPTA
CDK5 inh = blocks human CDK5/p35 kinase activity; AID 488839; 0.01% of 330,000 active; Recombinant CDK5/p35, ADP-Glo luminescence, 60 min; inhibition, % at 10 µM;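 active = highest replicate inhibition of at least 50% and at least 75% of replicates reaching 50%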;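 also: plate controls were DMSO neutral control for no effect and GW8510 at 10 µM for full effect; many of its hits are not listed in these tables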
phage Ecoli inh = E. coli growth loss with phage present; 0.26% of 360,000 active; growth absorbance; inhibition, % at 11.9 µM; in the data active = inhibition above about 11%
HTR5A inv ag = HTR5A inverse agonism, opioid heterodimer counter-screen; P47898; HTR5A cell line, luminescence; inhibition, % at 9.3 µM; 0.083% of 340,000 active; AID 504634; in the data active = inhibition mostly above about 23%, no sharp cut-off; inactive = mostly below about 18%;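 also: 0% = cells with DMSO and 100% = no-cell wells with DMSO; some compounds called inactive have numbers as strong as hits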
Target sequence (P47898 whole entry, looked up): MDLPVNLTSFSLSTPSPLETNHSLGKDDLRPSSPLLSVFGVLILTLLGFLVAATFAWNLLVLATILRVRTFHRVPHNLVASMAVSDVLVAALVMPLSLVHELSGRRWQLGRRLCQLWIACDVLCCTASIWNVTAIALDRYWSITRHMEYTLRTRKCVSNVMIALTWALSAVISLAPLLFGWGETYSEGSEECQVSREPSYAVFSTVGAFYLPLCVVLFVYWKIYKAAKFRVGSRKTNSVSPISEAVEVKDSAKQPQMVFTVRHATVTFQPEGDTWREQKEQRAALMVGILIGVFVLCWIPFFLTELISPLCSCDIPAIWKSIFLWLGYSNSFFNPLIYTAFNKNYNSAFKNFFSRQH
DAGLB inhibitor = diacylglycerol lipase beta (human) inhibition. HEK293T DAGLB membrane lysate, EnzChek fluorogenic substrate. Q8NCG7. inhibition, % at 5.17 µM. 0.059% of 340,000 active. AID 504411; in the data active = inhibition above about 34%;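 also: 0% = enzyme with vehicle and 100% = wells lacking enzyme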
AddAB inh = less growth of phage-infected E. coli with AddAB; E. coli expressing H. pylori AddAB, absorbance growth; AID 435030; 0.29% of 330,000 active; inhibition, % at 11.9 µM; in the data active = inhibition above about 12%;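 also: 0% = vehicle wells of infected cells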
HTR5A ag ctr = counter-screen for OPRM1-OPRD1 agonists: human HTR5A agonism | P47898 | HTR5A agonist assay, luminescence, cell-based | activation, % at 9.3 µM | 0.61% of 340,000 active | AID 504692; in the data active = activation mostly above about 9.5%, no sharp cut-off; inactive = mostly below about 7.6%;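 also: 0% = cells with vehicle only and 100% = reference agonist; strong numbers were not always called active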
PKA-R1A act = PKA-R1A complex activation | P00514+P68181 | PKA-R1A dissociation, Cy5-IP20 fluorescence polarization; scaled: DMSO 0%, 113 µM cGMP 100% | activation, % at 11.4 µM | 0.083% of 340,000 active;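 active = percent activation above the mean of all tested compounds plus 3 SD, cut at about 19% in these data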;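 also: higher means more PKAc released from R1A so a rise in polarization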
* = called active by the depositor; x = no result given. An unsorted share of the library; 2.3% or so of the library scored in one or more.

nr	smiles	Mot1-301 SUMO	Tat transport	Ecoli viability	PKA-R1A act	CDK5 inh	phage Ecoli inh
1	Cc1nc2oc(C(=O)c3ccccc3)c(N)c2c2c1COC(C)(C)C2	10	12	-0.5	0	-1.9	-0.4
2	O=C(Cn1c(CO)nc2ccccc21)NC1CCCCCC1	-7	4	-1.0	-2	-1.1	x
3	CCOC(=O)C1CCN(Cc2c(O)ccc3ccccc23)CC1	-2	7	-2.0	-13	0.6	0.7
4	C/C(=C\c1ccccc1)C(=O)N1CCN(Cc2ccc3c(c2)OCO3)CC1	37	7	-0.8	9	0.6	1.1
5	Cc1ccc(OCC(=O)OC2CCCN(C)C2)cc1 (stereo not given)	1	-2	-0.4	8	-5.0	2.0
6	CC(=O)c1cccc(NC(=O)COC(=O)CCC(=O)c2cccs2)c1	x	2	x	1	1.0	3.3
7	CCCCNC(=O)CSc1nnc(-c2cccc(S(=O)(=O)N3CCOCC3)c2)o1	x	-1	0.9	12	-1.2	1.5
8	CCC(c1nnnn1CCOC)N(Cc1ccc(C)cc1)Cc1cc2cc(OC)ccc2[nH]c1=O (stereo not given)	10	5	-2.4	-2	-0.5	1.7
9	COc1ccc(-c2cn[nH]c2-c2ccc(OCc3ccc(F)cc3)cc2O)cc1OC	-28	7	4.4	-20	0.0	7.0
10	CC(=O)N1CCN(C(=O)/C(C#N)=C/c2ccc3c(c2)OCO3)CC1	415	-26	0.2	-10	-0.4	0.2
11	CN(C)S(=O)(=O)N1CCN(c2cccc(Cl)c2)CC1	5	0	2.4	-1	0.8	4.5
12	Cc1c(Cc2ccccc2)c(=O)n2c([nH]c3ccccc32)c1C#N	25	15	-0.7	6	-5.9	5.0
13	CCOCCCn1c(C)nc2c(c1=O)c1nc3ccccc3nc1n2-c1ccc(C)cc1	-15	-12	-2.5	-7	-0.7	x
14	Cc1cc(F)ccc1S(=O)(=O)Nc1ncnc2sc3c(c12)CCC3	-9	-3	-3.0	-10	-0.2	2.2
15	CN(c1ccc(C(=O)NC2CCCCC2)cc1)S(=O)(=O)c1ccccc1	-14	-131	1.3	2	-3.8	1.4

nr	DAGLB inhibitor	PKA-R2B act	HTR5A inv ag	AddAB inh	HTR5A ag ctr
1	-2	-6	-2	0.9	9
2	-2	-4	x	2.0	x
3	-4	-12	-29	0.3	-2
4	-3	4	0	-0.5	0
5	2	7	-3	5.0	1
6	-2	-11	-2	x	-1
7	-3	-6	11	1.1	2
8	0	-2	18	2.5	0
9	1	-1	-19	6.7	6
10	-1	-5	-21	2.1	7
11	-1	2	-5	1.9	2
12	4	0	-6	2.7	6
13	0	-12	14	1.4	1
14	8	-3	6	3.2	2
15	-3	-1	-20	0.7	1

Three compounds already listed, ordered by length of the SMILES, ascending.
nr	smiles	Mot1-301 SUMO	Tat transport	Ecoli viability	PKA-R1A act	CDK5 inh	phage Ecoli inh
12	Cc1c(Cc2ccccc2)c(=O)n2c([nH]c3ccccc32)c1C#N	25	15	-0.7	6	-5.9	5.0
10	CC(=O)N1CCN(C(=O)/C(C#N)=C/c2ccc3c(c2)OCO3)CC1	415	-26	0.2	-10	-0.4	0.2
7	CCCCNC(=O)CSc1nnc(-c2cccc(S(=O)(=O)N3CCOCC3)c2)o1	x	-1	0.9	12	-1.2	1.5

nr	DAGLB inhibitor	PKA-R2B act	HTR5A inv ag	AddAB inh	HTR5A ag ctr
12	4	0	-6	2.7	6
10	-1	-5	-21	2.1	7
7	-3	-6	11	1.1	2

Returning to the listing, starting three compounds before the break.
nr	smiles	Mot1-301 SUMO	Tat transport	Ecoli viability	PKA-R1A act	CDK5 inh	phage Ecoli inh
13	CCOCCCn1c(C)nc2c(c1=O)c1nc3ccccc3nc1n2-c1ccc(C)cc1	-15	-12	-2.5	-7	-0.7	x
14	Cc1cc(F)ccc1S(=O)(=O)Nc1ncnc2sc3c(c12)CCC3	-9	-3	-3.0	-10	-0.2	2.2
15	CN(c1ccc(C(=O)NC2CCCCC2)cc1)S(=O)(=O)c1ccccc1	-14	-131	1.3	2	-3.8	1.4
16	O=C(OCC(=O)c1ccc(Cl)s1)c1cnccn1	8	3	-2.1	4	-1.2	0.3
17	CCN(CC)c1ccc(C=C(c2nnnn2-c2ccccc2)c2nnnn2-c2ccccc2)cc1	-7	4	-1.2	-3	-8.8	2.0
18	CCCOc1ccc(N2C(=O)CC(N(Cc3ccco3)C(=O)CC)C2=O)cc1 (stereo not given)	-13	-6	1.7	3	-0.7	1.6
19	CCCCN(C)C(=O)c1nc2ccccn2c1CN1CCN(c2cnccn2)CC1	-1	2	-1.1	0	1.6	5.4
20	CC(=O)Nc1cccc(NC(=O)CCc2ccccc2)c1	-10	-4	0.5	5	-1.0	3.0
21	CCCn1c(SCC(=O)NC(C)(C)C)nnc1-c1ccco1	-10	14	1.1	2	1.9	3.3
22	CCCCN1C(=O)CC(Sc2ccccc2C(=O)O)C1=O (stereo not given)	4	-9	-1.7	-6	-1.0	0.2
23	O=C(Nc1nnc(S(=O)(=O)Nc2ccccc2)s1)C1CCCCC1	215	5	-1.1	-9	-3.0	-1.3
24	CC(NC(=O)NCCCC(=O)O)(C(F)(F)F)C(F)(F)F	8	7	-0.6	0	0.6	1.4
25	C=CCNC(=O)C(=O)NCCOc1ccccc1Cl	-14	-3	-2.3	-3	-0.8	1.4
26	Cc1oc(C(C)(C)C)cc1C(=O)NCc1ccc2c(c1)OCO2	8	-1	0.2	1	0.0	-0.6
27	CC(=O)c1c(C)oc2c1cc(NS(=O)(=O)c1ccc(C(=O)O)cc1)c1ccccc12	12	0	0.8	1	1.6	1.8
28	CCOc1cc(C(C(=O)NCC2CCCO2)N(C(=O)Cn2nnc3ccccc32)c2ccc(C(C)=O)cc2)ccc1O (stereo not given)	4	-12	-0.4	-2	0.1	-0.1
29	COc1cccc(C2C(C#N)=C(N)Oc3c2oc(CO)cc3=O)c1OC (stereo not given)	10	1	-1.2	5	1.0	2.8
30	Cc1ccc(NC2=C(N3CCCCC3)C(=O)c3ccccc3C2=O)cc1	13	3	0.4	-2	-0.3	-0.1

nr	DAGLB inhibitor	PKA-R2B act	HTR5A inv ag	AddAB inh	HTR5A ag ctr
13	0	-12	14	1.4	1
14	8	-3	6	3.2	2
15	-3	-1	-20	0.7	1
16	5	-8	-4	2.9	2
17	1	9	-14	-0.1	5
18	-6	-7	-5	0.9	3
19	-1	-6	-8	0.0	3
20	-1	8	4	3.2	-2
21	0	-2	-5	0.0	2
22	0	0	10	-0.4	-2
23	1	-20	-27	0.1	10
24	-1	1	14	2.1	2
25	-1	4	-3	4.7	1
26	-19	-6	-13	-0.6	-5
27	-1	6	-15	3.1	5
28	2	-7	7	0.7	-3
29	-1	0	-2	1.5	1
30	-5	1	-20	3.9	3

(continued)
nr	smiles	Mot1-301 SUMO	Tat transport	Ecoli viability	PKA-R1A act	CDK5 inh	phage Ecoli inh
31	COc1ccc(CN(C(=S)Nc2ccccc2)C2CC(=O)N(c3ccccc3)C2=O)cc1 (stereo not given)	-2	1	1.6	-10	0.3	0.4
32	Cc1ccc(CN(C(=O)c2csnn2)C(C(=O)NC2CCCC2)c2cccnc2)cc1 (stereo not given)	-17	-1	-0.2	0	-0.2	3.0
33	O=C(NCCc1ccccc1)C1CCN(S(=O)(=O)N2CCCCCC2)CC1	9	-16	-3.1	-6	2.5	1.6
34	N#CCCn1c(C(C#N)(CCC#N)CCC#N)nc2ccccc21	-2	-3	2.3	-4	0.3	0.2
35	COc1cc(OC)cc(C(=O)NCC(=O)N2CCC(C)CC2)c1	45	-9	-2.2	1	-0.4	2.2
36	OC(c1ccccc1)c1nccc2ccccc12 (stereo not given)	2	-4	-0.4	-1	-1.8	3.8
37	COc1ccc(Oc2nnc(C)c3ccccc23)cc1	-10	3	-2.5	6	1.6	3.8
38	Cc1ccc(C(=O)O/N=C(\N)c2ccc(Br)cc2)cc1C	6	-1	0.6	6	1.1	5.1
39	CC(C)[C@H](NC(=O)OCc1ccccc1)C(=O)OCC(=O)c1ccccc1	9	2	1.4	-7	0.5	3.8
40	CCOC(=O)c1c(C)nc(C)c(C(=O)OCC)c1-c1ccc(Br)cc1	-7	10	-1.4	-7	0.3	-0.4
41	NC(=O)c1ccccc1NC(=O)CN1CCN(Cc2ccc(Cl)cc2Cl)CC1	42	8	-0.3	-6	-2.4	-0.7
42	CCOc1ccccc1C(=O)NCC(=O)OCc1csc(CC(=O)Nc2ccc(C)cc2)n1	6	0	-3.7	4	-1.1	-1.2
43	CS(=O)(=O)N(CC(=O)N1CCc2ccccc2C1)c1cccc(F)c1	208	-2	4.0	4	1.8	0.2
44	COc1ccc2cc(-c3ccccc3)c(=O)oc2c1	43	9	-2.2	6	2.9	1.1
45	CCN(CC)C(=O)c1ccc(C(=O)c2ccccc2)cc1	-14	4	-0.6	-6	2.3	-1.1
46	COc1cc(OC)cc(C(=O)N2CCCC(Nc3ccc(F)cc3)C2)c1 (stereo not given)	-22	4	-0.4	3	0.0	2.1
47	N#Cc1ccc(OCC(=O)N2CCCC2=O)cc1	-9	4	1.1	11	-1.3	3.7

nr	DAGLB inhibitor	PKA-R2B act	HTR5A inv ag	AddAB inh	HTR5A ag ctr
31	-1	10	-16	1.4	1
32	0	14	-3	2.0	1
33	1	-2	-9	2.5	0
34	4	-3	8	4.5	0
35	-2	-12	4	1.8	-1
36	0	-7	9	1.1	-4
37	5	1	-3	-0.2	1
38	-9	0	-9	0.6	3
39	-6	-14	-11	2.5	4
40	-9	12	5	-3.1	-1
41	-1	-3	-21	-1.1	9
42	-1	2	9	-0.8	-4
43	-1	-9	-2	3.2	1
44	-3	7	-8	-0.2	2
45	-1	1	-10	-5.8	-1
46	-2	2	-7	4.4	3
47	3	-6	-13	1.1	5
